NCI-60 one-dose screen, 48 h, at 10 µM unless noted. Numbers give growth in % (100 = growth as untreated, 0 = no growth, -100 = all killed).
OVCAR-4: OVCAR-4 ovarian cancer cells. AID 1794784. actives 3.7% (n = 80,000)
OVCAR-5: OVCAR-5 ovarian cancer | actives 2.9% (n = 82,000)
SK-OV-3: SK-OV-3 ovarian cancer cells; actives 3.2% (n = 80,000)
IGROV1: IGROV1 ovarian cancer | AID 1794786 | actives 4.7% (n = 79,000)
ACHN: ACHN renal cancer. actives 4.9% (n = 81,000)
A498: A498 renal cancer cells. actives 5.4% (n = 76,000). AID 1794774
OVCAR-3: OVCAR-3 ovarian cancer; actives 7% (n = 79,000)
OVCAR-8: OVCAR-8 ovarian cancer; actives 4.4% (n = 81,000); AID 1794782
RXF 393: RXF 393 renal cancer cells; actives 6.9% (n = 77,000); AID 1794773
* hit, by the source's call; nt = no result given. How the source made its calls: active means growth percent below 10; inactive means the rest.

SMILES	OVCAR-4	OVCAR-5	SK-OV-3	IGROV1	ACHN	A498	OVCAR-3	OVCAR-8	RXF 393
ClC(Cl)(Cl)C1=NCc2nnn(Cc3ccccc3)c2N1	106	103	109	64	93	98	97	96	109
CC1(C)C2(C(N)=O)C(=O)NC(=O)C12C(=O)O (centres undefined)	105	104	102	104	108	99	111	102	119
Clc1nc(Cl)c2ncn(CCOCCn3cnc4c(Cl)nc(Cl)nc43)c2n1	-86*	-85*	-98*	-96*	-89*	-92*	-97*	-83*	nt
COc1ccc(/C=N/NC2=NC3C(N2)N(C)C(=O)N3C)cc1 (centres undefined)	107	110	121	98	106	89	106	104	nt
CC(N)C(Cc1ccc(Cl)cc1)c1ccc(Cl)cc1 (centres undefined)	72	78	82	78	81	nt	87	71	nt
COc1ccc(C2=C/C(=C\c3ccc(Cl)cc3)C(=O)NN2C(=S)NN)cc1	90	112	89	107	97	99	111	94	105
O=C(CNc1ncnc2sc3c(c12)CCCC3)N=Nc1c(O)[nH]c2ccccc12	93	126	100	113	97	199	92	88	97
CS(=O)(=O)c1ccc(-c2cc(-c3nnc(SCC(=O)Nc4ccc(Cl)cc4)n3-c3ccccc3)c3ccccc3n2)cc1	96	104	96	84	93	64	97	89	93
COc1ccc(Nc2nn3c(C)cc(C)nc3c2C(=O)Nc2ccc(C)cc2)c(OC)c1	102	83	88	97	101	117	105	100	107
Cc1cc(C)c2c(c1)C(c1ccc(O)c(C)c1)(c1ccc(O)c(C)c1)C(=O)N2	99	101	77	102	102	99	103	101	118
O[C@@H](c1cc(C(F)(F)F)nc2c(C(F)(F)F)cccc12)[C@@H]1CCCCN1	94	89	94	75	79	64	93	95	58
O=c1[nH]c(=S)[nH]c(=O)n1CCc1ccc(Cl)cc1	99	102	93	110	99	99	105	96	104
CCOC(=O)c1c(N2CCOCC2)[nH]c(=O)c(C=Nc2cccc(Cl)c2)c1O	99	103	108	97	105	96	123	104	101
CC(C(=O)O)N1C(/N=C/c2ccc(Cl)cc2)=NNC1(C)c1ccccc1O (centres undefined)	93	107	83	95	103	80	98	95	119
CCOC(=O)c1cc(-c2ccc(OC)cc2)[nH]c1NNC(C)=O	67	99	181	109	96	113	102	102	113
CC(O)CN1CCNCC1 (centres undefined)	108	103	107	96	111	100	111	97	102
O=C(/C=C/c1ccc(C(F)(F)F)cc1)Nc1ccc(C=C2c3ccccc3C(=O)c3ccccc32)cc1	47	84	78	111	75	nt	44	56	68
COc1ccc(/C=C/c2nc(Oc3ccc(C(C)=O)cc3)c3ccccc3n2)cc1	91	75	100	62	63	48	80	73	nt
COc1ccc(C(=O)Nc2nc3ccc(OC(F)(F)F)cc3o2)cc1	105	97	117	149	112	106	81	102	112
Cn1nc(C(=O)O)c(=O)[nH]c1=S	118	105	102	129	108	123	109	105	108
O=C1NC(=Nc2ccc(Cl)cc2)S/C1=C\c1cn(-c2ccccc2)nc1-c1ccccc1	0.2*	99	104	80	92	80	89	75	97
CCSC(=Nc1ccc(C)cc1)NC(=O)c1ccco1	105	99	108	109	106	94	101	105	111
O=[N+]([O-])c1ccc2c(c1)/C(=N/O)c1ccccc1-2	87	98	102	98	99	69	99	102	107
O=c1scc(-c2ccc(Br)cc2)s1	105	97	98	124	101	87	115	100	116
O=C1c2ccccc2C(O)(c2ccccc2)N1c1ccncc1 (centres undefined)	95	98	104	49	103	76	109	118	134
CCCOC(=O)CCC(C)=O	100	104	93	117	106	101	112	105	103
CCCCCCC[C@@H](O)CC(=O)N[C@H](CCCCN)C(=O)N[C@H](Cc1c[nH]c2ccccc12)C(=O)NC(CCCCN)C(=O)N[C@H](CC(C)C)C(=O)N[C@H](Cc1ccccc1)C(=O)N[C@H](CCCCN)C(=O)N[C@H](CCCCN)C(=O)N[C@H](CC(C)C)C(=O)N1CCCC1C(=O)N[C@H](CCCCN)C(=O)N[C@H](Cc1ccccc1)C(=O)N[C@H](CC(C)C)C(=O)N[C@H](Cc1c[nH]cn1)C(=O)N[C@H](CC(C)C)C(=O)N[C@H](C)C(=O)N[C@H](CCCCN)C(=O)N[C@H](CCCCN)C(=O)N[C@H](Cc1ccccc1)C(=O)O (some centres undefined)	nt	-63*	-63*	-29*	-51*	-54*	-41*	-11*	-39*
O=C1CCC(NCc2ccccc2)N1 (centres undefined)	107	90	110	98	96	96	104	103	101
CCOC(=O)c1cc(-c2ccccc2)nc(N)n1	107	98	103	103	93	86	109	103	94
CS(=O)(=O)c1nccc(-c2c(-c3ccc(F)c(OCCc4ccc(F)cc4)c3)nc3sccn23)n1	51	93	85	-65*	45	29	nt	70	78
Brc1ccc2[nH]c3c(Br)cc(Br)cc3c2c1	97	104	93	78	101	109	101	95	96
COc1cc2ncnc(Nc3ccc(S(=O)(=O)Nc4cc(C)on4)cc3)c2cc1OCCCN1CCCCC1	96	106	99	107	110	96	103	100	107
COc1cc(C)cc2oc3oc(=O)c(-c4nc5ccccc5s4)cc3c(=O)c12	97	90	111	83	100	85	85	86	77
N#Cc1c(N2CCNCC2)nc2sc3cc(Cl)c(Cl)cc3n2c1=N	85	131	85	nt	102	115	107	95	19
CCCCSc1cc(=O)[nH]c(N)n1	103	96	100	97	98	99	144	102	141
O=C(COc1cccc(-c2nc3sccn3c2-c2ccccc2)c1)c1ccccc1	78	101	105	90	81	72	91	92	93
COCCN(C(=O)Cc1cccs1)C(C(=O)NCc1ccc(OC)cc1)c1ccc(C(C)C)cc1 (centres undefined)	nt	106	88	nt	87	77	52	81	88
COc1ccc(C)c(CN(C)C)c1	111	112	112	115	117	111	117	113	nt
COc1ccc(/C=C/C=C/C(=O)c2ccc(NC(=O)Nc3ccccc3)cc2)cc1	nt	106	96	94	97	82	88	89	87
Fc1ccc(-c2nc(-c3c[nH]c4ccccc34)cs2)cc1	114	91	80	nt	80	75	77	102	113
COc1cc2oc(-c3cccc(C(=O)Nc4ccc(Cl)cc4)c3)cc(=O)c2c(OCCNC(=O)[C@@H](N)Cc2ccccc2)c1OC	104	108	143	107	106	101	114	108	127
O=C(Cn1cc(C2(O)CCCCC2)nn1)Nc1nc2ccccc2s1	104	95	105	96	99	113	101	101	112
Cc1ccc2nc(C)c(-c3nnc(SCc4cc(F)ccc4F)o3)n2c1	91	110	nt	94	89	92	98	98	113
CC(C)C1=NOC(=O)C1=Cc1cn(-c2cccnc2)nc1-c1ccccc1	103	100	104	102	99	99	108	90	65
O=C(c1ccccc1)N1Cc2[nH]nc(-c3ccccc3)c2[C@H]2CCCCN21	93	102	106	101	105	101	107	101	110
N#C/C(=C/N1C(=O)/C(=C/c2ccc([N+](=O)[O-])cc2)SC1=S)C(N)=O	86	104	96	99	92	88	95	99	95
CCCCN(CCCC)C(=O)CCl	105	115	107	109	109	103	102	102	112
OCCCc1ccc(Cl)cc1	96	103	100	109	105	100	113	103	112
CCOC(=O)c1nnsc1C(OC)Oc1ccccc1 (centres undefined)	nt	103	107	111	104	99	124	103	107
Cc1cccc(Cl)c1NC(=O)c1cnc(Nc2cc(N3CCOCC3)cc(N3CCOCC3)c2)s1	60	23	-39*	-52*	-7.5*	-23*	20	-36*	-30*
CC(C)c1cc(C(C)C)c(S(=O)(=O)Oc2ccc(NC(=O)C3CCCCCC3)cc2)c(C(C)C)c1	66	101	90	110	90	105	77	87	89
COc1cc(CNC(=O)/C=C/c2ccccc2)ccc1OCc1cn(-c2cccc(C(F)(F)F)c2)nn1	88	89	100	95	95	80	108	82	84
Cc1cc(=O)n2[nH]c(-c3ccc(C(C)(C)C)cc3)cc2n1	42	56	76	64	73	69	81	79	47
O=C1/C(=C/c2coc3ccccc3c2=O)N=C(c2ccc(Cl)cc2)N1c1ccc(S(=O)(=O)Nc2nccs2)cc1	97	99	92	94	102	96	98	94	nt
CC1(C)CC([P+](c2ccccc2)(c2ccccc2)c2ccccc2)=NN1	18	68	33	-23*	88	92	24	32	60
COC(=O)c1ccccc1C(=O)c1ccccc1	110	112	103	115	108	119	107	120	nt
CC1(C)OC(CI)C(COS(C)(=O)=O)O1 (centres undefined)	111	106	111	96	97	95	114	94	88
O=C(O)c1ccc(N2C(=O)/C(=C3\SC(=S)N(c4ccc(C(=O)O)cc4)C3=O)SC2=S)cc1	104	99	98	103	98	107	nt	96	109
N#Cc1cc(-c2ccnc(Nc3ccc(N4CCN(C5COC5)CC4)cc3)n2)ccc1N1CCCC1	44	94	53	55	50	71	95	79	9.2*
Nc1ccc(CCc2ccc(N)cc2)cc1	nt	113	110	100	106	77	112	104	199

Next records:
SMILES	OVCAR-4	OVCAR-5	SK-OV-3	IGROV1	ACHN	A498	OVCAR-3	OVCAR-8	RXF 393
COc1cc(C(=O)N2CCN(c3ccccc3)CC2)c2ccccc2n1	57	39	5.8*	17	61	32	-34*	14	-40*
CC(=O)[C@H]1CCC/C=C/[C@@H]2C[C@H](O)C[C@H]2[C@H](O)/C=C/C(=O)O1	19	32	24	-5.3*	5.6*	-43*	-31*	11	-33*
C=CCOC(=O)C1=C(C)NC2=C(C(=O)CC(c3ccc(Cl)cc3)C2)C1c1cc(OC)ccc1OC (centres undefined)	93	93	64	96	81	68	95	90	69
CCN(CC)c1ccc(/C=C2/C=Cc3ccccc32)cc1	95	108	99	79	119	146	161	130	nt
CC(C)(C)C(=O)/C=C/c1ccccc1Cl	108	106	101	103	111	106	107	92	93
CC(C)CSc1nc(NC2CC2)c(C#N)c(-c2ccc(C(C)C)cc2)n1	102	104	77	110	107	95	105	114	67
Cc1c(C(=O)/C=C/c2ccc(N(C)C)cc2)nnn1-c1ccc(F)cc1	105	95	106	100	96	nt	120	99	110

Compound activity (PubChem BioAssay)
